NPR1 activator: GC-A (human) enzyme activation; AID 1671463; HEK293 GC-A cells, cGMP TR-FRET, EC30 ANP; 0% at EC30 ANP, 100% saturating ANP; P16066; activation, % at 10 µM; hit rate 0.14% among 370,000; in the data active = activation above about 40%
FXN GAA850 act: increases GAA850 frataxin promoter reporter activity | activation, % at 6 µM | HEK293 lucGAA850 FXN promoter luciferase reporter, 24 h; percent of 10 µM SAHA response | hit rate 0.56% among 360,000;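 active = activation above the average of all compounds screened plus 3 SD, cutoff fixed separately per campaign, cut at about 7.5% in these data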;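 note: 0% = DMSO wells and 100% = 10 µM SAHA wells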
SMARCA2 act: activators of SMARCA2 function. activation, % at 9.1 µM. MG213 cells, MMTV-luciferase reporter, dexamethasone, overnight. hit rate 1% among 370,000. AID 652017; in the data active = activation above about 7.8%;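 note: 0% = vehicle wells and 100% = reference activator wells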
ADAM10 inh: ADAM10 inhibition, QFRET primary screen; O14672; recombinant ADAM10, EDANS/DABCYL FRET peptide cleavage, 3 h; inhibition, % at 7 µM; hit rate 0.62% among 370,000; AID 720582;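 active = inhibition above a per-campaign cutoff equal to the mean of compounds falling between control-based bounds plus 3 SD, cut at about 20% in these data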;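 note: 0% = DMSO wells while the 100% control is not disclosed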
ssDAF-12 act: activates DAF-12 receptor from parasite S. stercoralis. hit rate 1% among 370,000. HEK293 ssDAF-12/GRIP1 lit1-tk-luc reporter, luminescence; % of 3 µM dafachronic acid response. activation, % at 6.8 µM. AID 652126;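 active = activation above the mean over all tested compounds plus 3 SD, cut at about 0.9% in these data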;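 note: 0% = DMSO-only wells and 100% = 3 µM delta7-dafachronic acid wells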
DAX1 inh-1: NR0B1 (DAX1) inhibition | P51843 | HEK293 Gal4-DAX1 luciferase reporter, luminescence | inhibition, % at 6.75 µM | hit rate 0.99% among 340,000 | AID 504766;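 active = inhibition above the mean over all tested compounds plus 3 SD, cut at about 4.2% in these data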;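 note: 0% = DAX1-transfected cells with DMSO and 100% = empty-vector control cells with DMSO; inhibition shows as a rise in luminescence from relieved DAX1 repression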
Target sequence (P51843 207-470 limits assumed): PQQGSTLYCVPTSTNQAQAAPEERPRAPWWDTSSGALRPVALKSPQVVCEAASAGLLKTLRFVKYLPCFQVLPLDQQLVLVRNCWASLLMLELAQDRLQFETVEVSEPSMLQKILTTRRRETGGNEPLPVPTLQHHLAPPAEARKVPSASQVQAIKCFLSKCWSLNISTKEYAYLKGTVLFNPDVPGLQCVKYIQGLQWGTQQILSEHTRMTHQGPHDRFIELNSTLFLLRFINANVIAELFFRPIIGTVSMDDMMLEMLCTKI
hgDAF-12 ag: activates the H. glycines DAF-12 receptor ligand-binding domain; HEK293 GAL4-hgDAF12 UAS-luciferase reporter, agonist luminescence; normalized to butyrate control; activation, % at 6.8 µM; hit rate 1.8% among 370,000;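 active = activation above a cutoff set at the mean of all screened compounds plus 3 SD, cut at about 10% in these data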;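 note: 0% = DMSO wells and 100% = sodium butyrate wells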
DAX1 inh-2: inhibitors of DAX1 repression of SF-1 activated StAR promoter. HEK293T StAR-luciferase reporter, SF-1/DAX-1 repression relief. hit rate 1.1% among 370,000. inhibition, % at 6.8 µM. AID 652010;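 active = inhibition above the mean over all tested compounds plus 3 SD, cut at about 3.6% in these data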;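 note: 0% = DAX-1 cells with DMSO and 100% = cells lacking DAX-1 with DMSO; higher inhibition means more luminescence from relief of DAX-1 repression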
ADAM17 inh: inhibitors of human ADAM17; P78536; recombinant ADAM17, EDANS/DABCYL FRET peptide cleavage; inhibition, % at 6.95 µM; hit rate 0.83% among 370,000; AID 720648;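 active = inhibition above the mean of compounds lying between control limits plus 3 SD, set per campaign, cut at about 8.5% in these data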;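 note: 0% = DMSO-only wells as the low control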
Target sequence (P78536 215-824 limits assumed): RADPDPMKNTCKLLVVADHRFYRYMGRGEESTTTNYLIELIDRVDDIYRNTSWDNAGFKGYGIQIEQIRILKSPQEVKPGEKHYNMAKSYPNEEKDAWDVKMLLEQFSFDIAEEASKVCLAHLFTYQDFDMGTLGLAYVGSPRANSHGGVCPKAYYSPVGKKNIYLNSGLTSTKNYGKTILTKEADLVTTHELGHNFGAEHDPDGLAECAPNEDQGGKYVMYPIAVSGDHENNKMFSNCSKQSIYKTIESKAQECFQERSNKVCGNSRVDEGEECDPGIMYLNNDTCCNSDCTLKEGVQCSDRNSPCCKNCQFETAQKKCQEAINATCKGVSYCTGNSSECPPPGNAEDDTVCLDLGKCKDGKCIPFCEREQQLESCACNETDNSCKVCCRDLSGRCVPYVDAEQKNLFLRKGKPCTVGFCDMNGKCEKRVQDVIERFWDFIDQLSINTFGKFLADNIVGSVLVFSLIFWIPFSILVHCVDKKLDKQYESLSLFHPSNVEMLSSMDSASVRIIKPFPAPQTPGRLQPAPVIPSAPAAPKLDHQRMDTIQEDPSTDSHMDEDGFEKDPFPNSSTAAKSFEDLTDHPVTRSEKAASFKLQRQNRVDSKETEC
PG9 binder: binds the HIV-1 gp120 antibody PG9. TR-FRET gp120-PG9 antibody binding. inhibition, % at 6.7 µM. hit rate 0.43% among 360,000. AID 624416; in the data active = inhibition above about 8.5%
hcDAF-12 act: activates DAF-12 receptor from parasite H. contortus. hit rate 1.4% among 370,000. activation, % at 6.8 µM. HEK293 hcDAF-12 lit1-tk-luc reporter, luminescence; 0% DMSO, 100% Δ7-dafachronic acid;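 active = activation above the mean of all tested compounds plus 3 SD, cut at about 5.5% in these data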;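 note: 100% = response to 3 µM Δ7-dafachronic acid high control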
Starred values were filed as active, the others as inactive; . = not tested or not shown. Compounds were not picked by outcome; any-hit rate near 6.8%.

SMILES | NPR1 activator | FXN GAA850 act | SMARCA2 act | ADAM10 inh | ssDAF-12 act | DAX1 inh-1 | hgDAF-12 ag | DAX1 inh-2 | ADAM17 inh | PG9 binder | hcDAF-12 act
Clc1ccccc1-c1nnc2sc(CCc3ccccc3)nn12 | 0.2 | 0.8 | -2.9 | 2.8 | -1.3 | -0.1 | -2.8 | -0.6 | -0.4 | 0.3 | -2.1
CCOC(=O)N1CCN(CC(c2ccccc2)c2ccccc2)CC1 | -3.1 | -2.2 | 3.3 | -5.8 | -1.2 | 1.9 | -4.0 | 0.1 | -9.5 | 0.2 | -1.9
Fc1ccccc1C1c2[nH]c3ccccc3c2CCN1CCCn1cccn1 (stereo not drawn) | -10.2 | -0.1 | -2.9 | -15.3 | -1.3 | 0.6 | 0.3 | -0.5 | -11.0 | 1.9 | 1.3
CCc1nc2ccc(C(=O)NCCCn3ccnc3)cn2c1N(CC)C(=O)NCCc1ccccc1 | -1.5 | 1.7 | -3.9 | -10.9 | -0.2 | . | 1.5 | -0.3 | -3.4 | 1.2 | 1.1
O=C(Cn1ncc(N2CCCC2)c(Cl)c1=O)c1ccc(Cl)cc1 | 5.0 | 3.7 | -0.8 | -6.5 | 1.6* | 3.9 | 4.4 | 1.9 | -1.1 | 0.3 | 0.6
Cc1sc2ncn(CC(=O)N3CCN(c4ccc(F)cc4)CC3)c(=O)c2c1S(=O)(=O)N1CCOCC1 | -4.3 | 0.8 | -3.5 | 14.5 | -1.0 | 1.6 | -0.4 | -0.3 | -3.9 | -0.1 | 1.5
Cc1ccccc1C(=O)NCc1ccncc1 | -0.5 | 2.5 | 0.1 | 7.2 | -1.3 | -0.2 | -0.1 | 0.1 | -1.4 | 0.2 | -0.5
COc1ccc(CN(CCN(C)C)Cc2ccccc2)c(OC)c1 | -32.7 | 0.5 | 3.6 | 5.9 | -1.3 | 1.0 | 0.1 | 0.2 | -2.5 | 1.2 | -1.0
Cc1cc(NC(=O)c2ccc3nc(C)sc3c2)no1 | -4.9 | 7.7* | 4.8 | 0.4 | 0.7 | -1.4 | 9.6 | 3.3 | -7.0 | 4.6 | 2.5
COc1ccccc1C(=O)N/C(=C\c1ccc(Br)cc1)C(=O)NCCC(=O)O | -0.5 | 1.6 | 2.4 | -2.8 | -1.1 | -0.6 | -1.3 | 0.6 | -2.0 | -3.1 | -1.5
O=C(COc1ccc(S(=O)(=O)Nc2ccccc2)cc1)NCc1cccnc1 | -5.9 | -1.2 | -2.6 | -3.5 | -0.9 | 0.0 | -2.5 | -1.2 | -3.2 | 1.6 | -1.3
Cc1ccc(CCN2CC(C(=O)NCCN3CCOCC3)CC2=O)cc1 (stereo not drawn) | 4.4 | . | 1.3 | -10.9 | -1.0 | . | 0.1 | -0.4 | -4.5 | 1.4 | -1.5
CC(=O)NS(=O)(=O)c1ccc(NC(=S)NC(=O)C(C)C)cc1 | 1.8 | -2.7 | 0.4 | 0.0 | -0.7 | 1.4 | -0.8 | 0.1 | -2.7 | 0.3 | 0.5
COc1ccccc1N(CC(=O)NC(C)C)S(=O)(=O)c1cccs1 | 0.9 | 0.2 | 2.0 | -0.6 | -0.3 | 0.6 | 2.4 | -0.6 | 2.7 | -3.1 | -1.5
COc1cccc(OCC(=O)NCCS(=O)(=O)N2CCN(c3ccccc3)CC2)c1 | -3.8 | -2.8 | -1.3 | -8.5 | -0.9 | 0.7 | -1.1 | 0.1 | -3.8 | -0.2 | -0.6
CC(Sc1nc(N2CCCCC2)c2c(c1C#N)CCCC2)C(=O)O (stereo not drawn) | 0.6 | 2.9 | 0.5 | 1.4 | -0.6 | -0.8 | -1.7 | 0.1 | -1.4 | -0.9 | -1.5
Cc1ccc(CN2CCC(C)(Oc3cccc(Cl)c3)C2)cc1 (stereo not drawn) | -0.7 | 1.9 | 3.6 | -3.5 | -0.5 | . | -2.5 | -0.4 | -0.5 | 0.0 | 0.5
CC(C)(C)c1ccc(-c2nnc(SCc3ccccc3)n2Cc2ccco2)cc1 | -0.1 | . | -6.6 | 15.2 | -2.0 | . | -3.6 | -1.6 | 7.4 | . | -0.9
CN(Cc1ccccc1)C(=O)c1[nH]cnc1C(=O)NCc1ccccc1 | -0.7 | 0.9 | -0.5 | -8.8 | -0.8 | 0.7 | 0.0 | -0.3 | -1.7 | -0.1 | 0.5
CC(=O)Nc1ccc(S(=O)(=O)N2CCN(S(=O)(=O)N3CCOCC3)CC2)cc1 | -2.1 | -1.5 | -2.6 | 1.0 | -1.0 | -0.4 | -2.4 | -0.4 | -3.4 | 0.9 | -1.3
CCOC(=O)c1c(N2C(=O)CC(Sc3ccccc3C(=O)O)C2=O)sc2c1CCCC2 (stereo not drawn) | -1.4 | 1.4 | 3.0 | 0.0 | -0.5 | 0.4 | 0.1 | 1.3 | 1.0 | -0.7 | -0.8
Cc1ccccc1-n1c(O)c(C=NC2CCS(=O)(=O)C2)c2ccccc2c1=O (stereo not drawn) | -1.7 | 0.2 | -1.9 | -30.1 | -1.5 | 1.4 | -1.4 | -0.3 | -12.8 | 1.6 | -2.2
CC1=C(C(=O)NC2CCCc3c2cnn3-c2cc(F)cc(F)c2)OCCO1 (stereo not drawn) | 1.3 | 0.4 | 0.4 | 0.1 | -0.8 | 0.8 | 2.1 | 0.0 | 0.2 | -0.7 | -0.9
COC(=O)[C@]12C[C@H](CC(=O)NCCCCc3ccccc3)C(=O)N(Cc3ccc(Cl)cc3Cl)C1=C[C@H](C(C)C)O[C@@H]2C1CC1 | -2.6 | . | -3.1 | -7.3 | 0.1 | . | 0.4 | -0.5 | -4.9 | . | -1.1
CC1CCCC(C(=O)O)N1C(=O)CCS (stereo not drawn) | -0.2 | 0.3 | 1.1 | 11.4 | -0.6 | 0.5 | 2.3 | -0.2 | -0.9 | 2.0 | 0.3
Further entries follow:
SMILES | NPR1 activator | FXN GAA850 act | SMARCA2 act | ADAM10 inh | ssDAF-12 act | DAX1 inh-1 | hgDAF-12 ag | DAX1 inh-2 | ADAM17 inh | PG9 binder | hcDAF-12 act
CCC1CCCCN1CCCNC(=O)c1cc2c(=O)[nH]c3ccccc3c2n1C (stereo not drawn) | 3.4 | 1.7 | -1.6 | -32.2 | -1.1 | 0.2 | 2.1 | 0.6 | -6.2 | 1.2 | 0.2
O=C(Nc1ccc2c(c1)CCC2)c1cccs1 | -3.6 | 6.2 | 0.8 | 0.4 | 1.2* | 0.7 | 15.9* | 3.4 | -4.5 | 1.1 | 2.7
O=C(c1ccc2c(c1)[nH]c(=S)n1c3ccccc3nc21)N1CCN(c2cccc(Cl)c2)CC1 | 2.2 | -0.4 | -2.5 | -1.4 | -1.5 | 0.1 | 0.2 | 0.2 | -7.3 | 0.5 | 0.7
CC1(C)CC(=O)C2=C(C1)N(c1ccc(F)cc1)C(=O)CC2c1ccsc1 (stereo not drawn) | -10.1 | 0.8 | 0.7 | -7.8 | -1.0 | 0.2 | -0.1 | -0.4 | -3.6 | 1.4 | 1.9
COc1ccc(NC(=O)CN2CCCC2)cc1 | 3.4 | 1.6 | -1.1 | 3.1 | -1.6 | 0.7 | 0.6 | 0.5 | -1.5 | -0.5 | 1.6
O=C(Nc1ccc2c(c1)OCO2)c1cc(-c2ccc(O)cc2)on1 | 3.1 | 4.0 | 4.9 | -25.5 | -0.8 | 2.2 | 6.1 | 1.3 | -11.7 | 1.3 | -0.1
CC=CCn1c(SCc2ccccc2)nc2c1c(=O)[nH]c(=O)n2C | 1.7 | 1.6 | 0.8 | 5.1 | -1.1 | . | -4.8 | -0.9 | 0.6 | -0.7 | -3.0
CC(C)=CCCC1=CCC2C(=O)NNC(=O)C2C1 (stereo not drawn) | 2.5 | -0.3 | -4.6 | -5.5 | -1.4 | 1.2 | -1.4 | -0.2 | -1.8 | 1.0 | -2.4
COc1ccc2[nH]cc(C(=O)CN3CCCC(C)(C)C3)c2c1 | 0.7 | -1.3 | -1.9 | -8.0 | -0.3 | -0.3 | 0.8 | 0.4 | -6.2 | -0.3 | 0.2
CCCCNc1c(C(=O)OCC)c(C)nc2c1cnn2CC | 28.0 | 4.2 | -4.0 | -3.3 | -1.8 | -0.6 | 1.6 | -2.0 | 0.5 | -0.5 | -0.7
CC(NC(=O)CN1C(=O)NC(C)(c2cccc3ccccc23)C1=O)c1ccccc1 (stereo not drawn) | 0.1 | -1.6 | -1.1 | -9.3 | -1.7 | -0.2 | -2.7 | -0.1 | 2.7 | -0.8 | -2.0
CC1(C)C(=O)C2(CCCCC2)C(=O)OC1c1cccs1 (stereo not drawn) | 2.5 | -0.4 | -3.4 | -15.1 | -1.1 | 1.6 | -1.7 | -0.4 | -3.9 | -0.8 | -0.1
O=C(N/N=C/c1cccc(O)c1)NC1CCCCC1 | -3.8 | 2.3 | -2.1 | -1.0 | -0.6 | -0.5 | 3.0 | 0.3 | -0.3 | -1.3 | 4.1
COc1ccc2[nH]c3c(=O)n(Cc4ccc(C(=O)NCC5CCCO5)cc4)c(=S)[nH]c3c2c1 (stereo not drawn) | 9.8 | 0.6 | -0.1 | -45.3 | -1.1 | 1.4 | 0.7 | 0.2 | -14.5 | 0.6 | -0.8
O=C(Cn1cnc2ccccc2c1=O)NCCCN1CCCC1=O | -1.6 | -0.1 | -2.8 | -9.2 | -1.2 | -0.2 | -0.6 | 0.8 | -5.6 | -2.4 | 1.7
CCN(CC)C(=O)c1cccc(-c2csc(C(C)(O)c3ccncc3)n2)c1 (stereo not drawn) | 2.3 | -1.7 | -6.1 | -7.0 | -1.8 | . | 0.9 | -3.0 | -3.4 | -2.1 | -3.0
Cc1cccc(N/N=C/c2ccccc2O)c1 | 1.7 | 5.9 | 1.8 | -4.9 | -0.8 | -0.3 | -0.8 | 0.2 | -2.9 | -0.2 | 5.0
CC12CC(c3ccccc3O1)N(C(=O)c1ccco1)C(=S)N2c1ccccc1 (stereo not drawn) | -7.4 | 3.4 | -7.1 | 10.8 | -0.2 | -0.8 | -1.9 | 0.2 | 1.4 | -0.7 | 0.6
C[C@@H]1CN([C@H](C)CO)C(=O)CCCn2nncc2CO[C@@H]1CN(C)C(=O)c1ccc(N2CCN(C)CC2)cc1 | 0.6 | -1.4 | -3.9 | 2.1 | -1.1 | -0.2 | -2.1 | -0.4 | 0.5 | 0.9 | 1.2
O=C(O)CC(CC(=O)NCC(O)c1ccccc1)c1ccccc1 (stereo not drawn) | -1.3 | -1.1 | 0.7 | -1.1 | -0.3 | -1.4 | -3.0 | 0.2 | -2.6 | 0.0 | -1.4
O=C(C1CC(=O)N(C2CCCC2)C1)N1CCN(c2ccc(F)cc2)CC1 (stereo not drawn) | 9.5 | 0.6 | -1.6 | -0.7 | -1.1 | 1.3 | -2.3 | -0.1 | -0.2 | 0.1 | 0.8
Cc1ccc(-c2cc(C(F)(F)F)n3ncc(C(=O)NCc4ccco4)c3n2)cc1 | 3.1 | 3.7 | 0.3 | -13.6 | -0.5 | -1.1 | 1.7 | -0.1 | -2.3 | 0.7 | -0.2
CC(C)CC1NC(=O)N(CC(=O)N2c3ccccc3NC(=O)C2(C)C)C1=O (stereo not drawn) | -1.4 | -0.6 | -1.8 | -4.3 | -1.1 | 0.4 | 3.2 | -0.1 | -5.3 | 0.6 | -1.1
COc1ccc(NS(=O)(=O)c2ccc3oc(Nc4ccc5c(c4)OCCO5)nc3c2)cc1 | -4.2 | -1.4 | 0.1 | 15.1 | -1.4 | 0.8 | 2.1 | -0.5 | 4.7 | 0.3 | 0.6
